High-throughput results from PubChem BioAssay.
LEDGF integ inh: blockers of LEDGF/p75-dependent integrase strand transfer – biochemical, TR-FRET, high throughput, primary screen; HIV-1 integrase (with human LEDGF/p75); TR-FRET IN-LEDGF/p75 DNA integration, Eu/Cy5; inhibition, % at 3.7 µM; hit rate 0.64% among 370,000; AID 743269, 2014;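 active = inhibition above the screen-wide mean plus 3 SD, cut at about 13% in these data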;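 also: signal is the Cy5 over europium emission ratio at 671 and 618 nm; 0% = plate median of compound wells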
PG9 Ab binder: binders of HIV-1 gp120 antibody PG9, primary screen, biochemical, TR-FRET; TR-FRET gp120-PG9 antibody binding; inhibition, % at 6.7 µM; hit rate 0.43% among 360,000; in the data active = inhibition above about 8.5%
DDE Tn7 FP inh: inhibitors of Tn7 peptide binding to fibrin DD(E), primary screen, biochemical, fluorescence polarization, human fibrin, Tn7 probe. Fibrinogen beta chain (Homo sapiens), P02675. FP displacement of FITC-Tn7 peptide from fibrin DD(E); 0% = median of compound wells per plate. inhibition, % at 8.3 µM. hit rate 0.13% among 370,000. AID 720508, 2013;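 active = inhibition above the mean of compounds falling within the control limits plus 3 SD of them, cut at about 14% in these data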;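 also: 0% = plate median of compound wells and 100% = 10 µM Aha-Tn7 peptide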
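assay system = human clot-derived fibrin DD(E) complex | quantity = Fibrin-DD(E) at 2 µM final | timing = 10 min preincubation, 3 h with tracer, room temperature | signal = fluorescence polarization | measure = percent inhibition | benchmarks = high control wells with 10 µM unlabelled Aha-Tn7 peptide (full inhibition) | replicates = singlicate testing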
mABHD4 FP: ABHD4 inhibitors, primary screen, biochemical, fluorescence polarization, mouse; (Lyso)-N-acylphosphatidylethanolamine lipase (Mus musculus), Q8VD66; purified mABHD4, FP-Rh probe fluorescence polarization; inhibition, % at 8.92 µM; hit rate 0.54% among 370,000; AID 720543, 2013;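 active = inhibition exceeding the mean over every tested compound plus 3 SD, cut at about 30% in these data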;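 also: 0% = plate median of compound wells and 100% = S159A mutant with DMSO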
Target sequence (Q8VD66 whole entry, looked up): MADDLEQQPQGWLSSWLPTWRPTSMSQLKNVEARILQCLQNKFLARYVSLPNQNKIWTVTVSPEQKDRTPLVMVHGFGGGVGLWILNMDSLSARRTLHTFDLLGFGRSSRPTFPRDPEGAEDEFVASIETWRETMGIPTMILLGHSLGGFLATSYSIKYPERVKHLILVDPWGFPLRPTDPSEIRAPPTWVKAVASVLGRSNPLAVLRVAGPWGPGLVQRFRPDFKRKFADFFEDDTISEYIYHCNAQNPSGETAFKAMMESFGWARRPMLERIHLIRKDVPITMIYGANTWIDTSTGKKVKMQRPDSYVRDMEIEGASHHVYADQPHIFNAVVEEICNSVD
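Test system: mABHD4 protein; Read-out basis: % inhibition; Incubation: 45 min + 60 min at 25 °C; Repeats: single replicate; Technique: fluorescence polarization with parallel and perpendicular emission, 525/598 nm; Compound: 8.92 µM, single dose; Benchmarks: full inhibition S159A mutant plus DMSO, zero as sample-well median.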
PRMT1 inh: PRMT1 methyltransferase inhibitors, primary screen, biochemical, fluorescence polarization; Protein arginine N-methyltransferase 1 (Homo sapiens), Q99873; recombinant PRMT1, activity-based probe fluorescence polarization; inhibition, % at 2.79 µM; hit rate 1.3% among 370,000; AID 652257, 2013;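 active = inhibition above about 21% made by adding two undisclosed values, limit read from the data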
Target sequence (Q99873 whole entry, looked up): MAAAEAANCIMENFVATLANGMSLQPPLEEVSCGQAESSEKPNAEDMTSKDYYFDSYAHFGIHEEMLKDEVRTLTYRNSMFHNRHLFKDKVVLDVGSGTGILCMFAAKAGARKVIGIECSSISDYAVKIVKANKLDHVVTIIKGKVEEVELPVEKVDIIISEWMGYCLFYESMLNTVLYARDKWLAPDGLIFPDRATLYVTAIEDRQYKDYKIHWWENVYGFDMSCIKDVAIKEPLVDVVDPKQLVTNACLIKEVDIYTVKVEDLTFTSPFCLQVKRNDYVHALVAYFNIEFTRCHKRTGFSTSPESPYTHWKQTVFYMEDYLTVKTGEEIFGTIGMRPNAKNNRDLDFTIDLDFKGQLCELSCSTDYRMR
SIAE inh: human SIAE inhibitors, primary screen, biochemical, fluorescence polarization, FP-Rh probe, 1536-well HTS; hit rate 0.69% among 370,000; SIAE FP-Rh probe binding; Sialate O-acetylesterase (Homo sapiens), Q9HAT2; inhibition, % at 9.66 µM;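 active = inhibition above a cutoff: mean of compounds within the control limits plus 3 SD of those, cut at about 17% in these data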;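 also: 0% = plate median of compound wells and 100% = probe without SIAE protein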
TCR-CD3 inh: inhibitors of human TCR-CD3 interaction, primary screen, biochemical, fluorescence, TAMRA-labeled TCR probe; T-cell receptor (TCR); inhibition, % at 9.4 µM; hit rate 0.37% among 360,000; in the data active = inhibition above about 19%;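 also: recombinant mutant TCR 2C K166C tagged with TAMRA read by polarization; 0% = receptor in buffer alone and 100% = receptor with positive control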
UHRF1 MBD2 ctr: UHRF1 methylated DNA binding inhibitors, primary screen, counter-screen for MBD2 inhibitor project, biochemical, TR-FRET, human UHRF1, single concentration. hit rate 0.75% among 370,000. UHRF1 binding to methylated oligo. inhibition, % at 4.4 µM. E3 ubiquitin-protein ligase UHRF1 (Homo sapiens), Q96T88; in the data active = inhibition above about 21%;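 also: UHRF1 SRA domain binding a hemimethylated CpG hairpin DNA probe; 0% = median of test compound wells and 100% = reference inhibitor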
HTRA1 inh: HTRA1 serine protease inhibitors, primary screen, biochemical, fluorescence polarization, HTS; recombinant HTRA1, FP-rhodamine activity-based probe; inhibition, % at 5.96 µM; hit rate 0.5% among 340,000; AID 504803, 2011; in the data active = inhibition above about 36%;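 also: 0% = enzyme with DMSO and 100% = wells lacking enzyme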
TDP2 absorb: human TDP2 enzyme inhibitors, primary screen, biochemical, epi absorbance, recombinant enzyme. Tyrosyl-DNA phosphodiesterase 2 (Homo sapiens), O95551. T5PNP hydrolysis, p-nitrophenol absorbance 415 nm. inhibition, % at 12.8 µM. hit rate 0.34% among 370,000. AID 720702, 2013;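 active = inhibition above the mean of all tested compounds plus 3 SD, set per campaign, cut at about 25% in these data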;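 also: 0% = DMSO with enzyme and 100% = buffer with substrate but no TDP2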
Target sequence (O95551 whole entry, looked up): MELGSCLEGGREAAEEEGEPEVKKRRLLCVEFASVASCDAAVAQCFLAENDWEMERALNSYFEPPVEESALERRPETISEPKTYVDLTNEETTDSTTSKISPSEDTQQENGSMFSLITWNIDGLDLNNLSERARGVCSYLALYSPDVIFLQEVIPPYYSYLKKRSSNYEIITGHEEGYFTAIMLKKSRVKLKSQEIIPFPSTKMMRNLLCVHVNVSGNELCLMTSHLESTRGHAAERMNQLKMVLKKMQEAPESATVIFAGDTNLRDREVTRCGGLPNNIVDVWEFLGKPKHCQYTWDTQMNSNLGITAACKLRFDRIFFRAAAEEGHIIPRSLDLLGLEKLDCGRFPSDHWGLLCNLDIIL
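System – recombinant human TDP2 · Amount – 120 nM TDP2 per well · Buffer or medium – Mg2+-containing Tris-HCl buffer, pH 7.5 · Reagent – T5PNP substrate, 5 mM · Dosing – 12.8 µM single point, 1% DMSO · Incubation – 2 h at 37 °C · Measured by – epi absorbance · Read-out basis – percent inhibition · Benchmarks – high control without enzyme, low control DMSO plus TDP2 · Repeats – singlicate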
* = called active by the depositor; x = not tested or not shown. No enrichment for hits (roughly 4.2% active in at least one column).

SMILES	LEDGF integ inh	PG9 Ab binder	DDE Tn7 FP inh	mABHD4 FP	PRMT1 inh	SIAE inh	TCR-CD3 inh	UHRF1 MBD2 ctr	HTRA1 inh	TDP2 absorb
CCOCCCNCc1ccc(OC)c(OC)c1	1	-0.6	-1	10	-1	5	7	1	2	3
CCC(=O)N1CCN(c2ccc(NC(=O)COc3ccccc3Cl)cc2)CC1	-5	-0.7	3	-12	5	-6	-2	2	7	-1
Cc1cc(Cl)ccc1OC(C)C(=O)NCCc1ccc2c(c1)OCCO2 (configuration not stated)	4	1.1	3	-8	-3	8	-7	0	-17	1
COc1cccc(C2=NOC(C(=O)Nc3ccc(OC)c(OC)c3)C2)c1 (configuration not stated)	0	-3.1	-4	-1	1	7	3	3	1	0
CC(OC(=O)/C=C/c1ccccc1)C(=O)N1CCc2ccccc21 (configuration not stated)	2	0.7	5	6	1	1	9	-1	-7	17
O=C(COC(=O)c1cc(Cl)nc(Cl)c1)NC1CCCCCC1	7	-2.2	3	-4	7	-6	6	1	-6	-13
COc1cccc(N2C(=O)CN(Cc3ccccc3)C2=S)c1	0	-2.6	3	-9	3	-6	-3	3	5	-6
COC(=O)c1ccc(CNC(=O)C2CCC(=O)N(Cc3cccc(F)c3)C2)cc1 (configuration not stated)	0	-1.3	0	4	3	-1	-1	0	-5	4
Cc1ccc(C(=O)C(C)OC(=O)Cc2c[nH]c3ccccc23)cc1 (configuration not stated)	-3	-1.1	8	-9	1	-1	1	0	-12	2
COCCNC(=O)c1ccc(CSCc2cccc(Cl)c2)o1	3	-0.3	-3	1	1	-4	-2	0	-9	3
O=C(C(c1ccccc1)c1ccccc1)N1CCN(c2ccccn2)CC1	1	0.6	-8	-5	7	-6	0	0	-3	1
Cc1cccc(OCC(=O)Nc2sc3c(c2C#N)CCC3)c1	3	2.2	5	0	1	1	-8	7	-7	-10
CCCCn1c(N)c(N(CCOC)C(=O)CCC2CCCCC2)c(=O)[nH]c1=O	0	-1.5	-6	4	-5	5	5	-2	4	5
CC(C)(C)[C@@H]1C=C(C(=O)O)[C@H](c2ccc(Cl)cc2)N1S(=O)(=O)c1ccccc1	2	-0.5	4	2	2	-5	1	2	3	4
CC1CCCCC1NC(=O)CN1CCC(NC(=O)c2cccc(F)c2)CC1 (configuration not stated)	-3	-1.1	2	3	-2	0	0	-1	8	3

Three structures from above, ordered by number of heavy atoms, high to low:
SMILES	LEDGF integ inh	PG9 Ab binder	DDE Tn7 FP inh	mABHD4 FP	PRMT1 inh	SIAE inh	TCR-CD3 inh	UHRF1 MBD2 ctr	HTRA1 inh	TDP2 absorb
CCC(=O)N1CCN(c2ccc(NC(=O)COc3ccccc3Cl)cc2)CC1	-5	-0.7	3	-12	5	-6	-2	2	7	-1
CC(OC(=O)/C=C/c1ccccc1)C(=O)N1CCc2ccccc21 (configuration not stated)	2	0.7	5	6	1	1	9	-1	-7	17
CCOCCCNCc1ccc(OC)c(OC)c1	1	-0.6	-1	10	-1	5	7	1	2	3

Next structures
SMILES	LEDGF integ inh	PG9 Ab binder	DDE Tn7 FP inh	mABHD4 FP	PRMT1 inh	SIAE inh	TCR-CD3 inh	UHRF1 MBD2 ctr	HTRA1 inh	TDP2 absorb
Cc1oc(C(C)(C)C)cc1C(=O)NC1CCN(Cc2ccccc2)CC1	-1	-1.9	0	2	-5	2	0	4	3	14
CCOC(=O)CSc1nnc(Cn2nnc(-c3ccccc3)n2)n1CC	0	0.5	-8	3	-1	-8	5	-1	-2	-2
O=C(Cc1ccccc1)NCc1n[nH]c(=S)n1-c1ccc(Br)cc1	0	-1.9	10	-6	5	6	-1	2	-5	2
COc1ccc(CC(NC(C)=O)C(=O)NC2CCN(C(=O)c3ccncc3)CC2)cc1OC (configuration not stated)	0	-2.8	2	-3	-2	4	2	2	6	-20
COc1ccc2nc(/C=N/NC(=O)CCNC(=O)OC(C)(C)C)ccc2c1	-4	-0.5	2	-3	3	0	2	-1	8	-3
COCCN(C(=O)CCC(=O)Nc1ccccn1)C(C(=O)NC(C)C)c1ccc(Cl)cc1 (configuration not stated)	-2	0.9	2	-3	0	1	3	0	-10	9
COc1ccc(S(=O)(=O)N2CCCOC2CNC(=O)C(=O)NCc2cccnc2)cc1 (configuration not stated)	6	0.1	-12	0	-9	2	-4	-3	-2	-13
O=S(=O)(NC(=S)NC1CCCCC1)c1ccc(Br)cc1	1	-1.2	0	-8	0	5	1	0	-3	4
Nc1ccc(C(=O)Nc2ccc(Nc3ccncc3)cc2)cc1	1	-0.3	-4	-4	1	6	4	-1	0	3
C[n+]1ccc(/C=C/c2ccc(Br)cc2)cc1	-8	-1.2	-2	9	2	3	10	1	4	2
CCOc1ccccc1N(C)S(=O)(=O)c1ccc2c(c1)CC(C)N2C(=O)C1CC1 (configuration not stated)	1	0.9	-2	3	2	-5	3	0	-5	5
CN(C)C(=O)c1cccc(-c2cnc3c(NC=O)cc(-c4ccccc4F)cn23)c1	3	0.8	-8	6	-1	-9	-3	-2	x	-15
COc1ccc(-c2ccc3oc(-c4ccc(OC)cc4)c(C#CCCO)c3c2)cc1	0	0.4	-2	-8	1	-5	-6	5	-13	-7
Cc1ccc(C(=O)CCC(=O)CCC(=O)O)cc1	0	-2.0	-3	2	1	0	4	0	2	-4
COc1cccc(C(C(=O)NCc2ccccc2)N2CCN(C(=O)C3CCCO3)CC2)c1OC (configuration not stated)	-1	0.6	-8	4	3	0	2	1	x	6
COc1cc(F)ccc1-c1csc(C(C)(O)c2ccc(F)c(F)c2)n1 (configuration not stated)	5	-0.8	-3	-27	2	-15	2	-1	x	-5
CCCCN(C(=O)COc1ccc(NC(C)=O)cc1)C1CCS(=O)(=O)C1 (configuration not stated)	-2	1.1	6	1	-5	2	1	0	-5	1
CC1=C(C(=O)N(C(C)C)C(C)C)CC(CC(=O)NCc2cccc3ccccc23)C(=O)N1CCC1=CCCCC1 (configuration not stated)	-4	-0.8	0	5	2	2	-7	1	x	-12
CC1(C)CC(NC(=O)C2CCC(=O)N(C3CC3)C2)CC(C)(C)C1 (configuration not stated)	-1	-0.2	6	1	2	3	7	-1	-1	0
O=C(Nc1nnc(SCCN2CCOCC2)s1)C1CC(=O)N(c2ccc(F)cc2)C1 (configuration not stated)	-1	-1.3	7	6	2	6	2	0	-2	11
O=C(OCC(=O)N(Cc1ccccc1)C1CCS(=O)(=O)C1)c1cc2c(s1)CCCC2 (configuration not stated)	-1	-0.1	3	4	-3	3	6	1	-6	-1
Cc1[nH]c(C)c(S(=O)(=O)N2CCN(c3ccccc3F)CC2)c1C(=O)N1CCCC1	-2	-0.5	-4	1	2	8	-3	3	11	-2
COc1ccc(C(=O)NNC(=S)NC(=O)c2ccccc2[N+](=O)[O-])cc1	-3	1.0	2	9	-4	4	15	-3	5	8
CCC1SC2=NC(C)=C(C(=O)OCC(C)C)C(/C=C/c3ccccc3OC)N2C1=O (configuration not stated)	2	-2.5	-13	-3	0	-2	5	-3	-19	10
O=S(=O)(NCCc1ccccn1)c1ccc(OC(F)(F)F)cc1	-1	-1.5	6	5	-4	-2	5	-1	-1	10
Cn1c2c(c(=O)n(C)c1=O)C(C(F)(F)F)(C(F)(F)F)N=C(CCC1CCCCC1)N2	6	-5.4	-9	-22	-3	9	-7	-2	-39	-21
O=C(CN1C(=O)NC2(CCCCC2)C1=O)Nc1cccc2ncccc12	-7	0.8	-5	10	-2	5	-9	1	5	12
Cc1cc(NC(=O)c2ccc(F)cc2)n(CCOC(=O)c2ccc(F)cc2)n1	-3	2.1	1	-12	3	-4	-7	6	-3	-6
Cc1cc(NC(=O)Cn2c(=O)n(CCCCC(=O)NC3CCN(Cc4ccccc4)CC3)c(=O)c3ccccc32)n[nH]1	-2	0.5	6	6	-1	-5	1	-3	x	0
O=C(COC(=O)c1cc2ccccc2oc1=O)c1cccc([N+](=O)[O-])c1	7	-0.9	-12	-2	-2	-7	5	1	-5	-16
O=C(Cc1ccccc1)NCC(=O)N1CCN(c2ccccc2F)CC1	-3	-2.1	2	6	3	-10	3	-1	6	5
CCOC(=O)c1c(C)[nH]c(C(=O)CN2C(=O)NC(C)(CC(C)C)C2=O)c1C (configuration not stated)	0	-1.1	8	4	-3	-1	1	-2	1	10
COc1cc(C(=O)N(C)C2CCCN(Cc3ccccc3F)C2)cc(OC)c1OC (configuration not stated)	4	-2.9	-3	-4	-7	-4	0	-3	7	1
CCOc1cc(C(=O)N2CCOCC2)ccc1OCc1ccccc1	2	1.2	-2	0	2	-9	-4	2	0	4
COc1ccc(-n2cnnc2SCC(=O)Nc2cc(S(=O)(=O)N3CCCCC3)ccc2C)cc1	4	-3.5	-8	-1	-2	1	-4	-2	-7	1
COc1cccc(/C=N/n2c(-c3ccco3)nc3ccccc3c2=O)c1OC	1	-3.9	0	-4	1	8	7	-3	-3	-10
C=CCN(C(=O)CN1CCCCC1)c1nc(-c2ccccc2)cs1	3	-2.9	-5	-10	-2	-4	-5	1	-22	-4
CCCNC(=O)c1noc2c1CCc1ccccc1-2	0	-1.4	4	-3	1	-6	6	-1	-1	-5
CC(=O)NS(=O)(=O)c1ccc(NC(=O)c2ccc(Cl)cc2[N+](=O)[O-])cc1	-1	1.2	1	-5	-1	-10	-9	-2	-3	7
C=CCN(C(=O)c1csnn1)C(C(=O)NCc1ccc(F)cc1)c1ccccc1F (configuration not stated)	3	-2.1	2	-4	1	-8	-6	3	-1	-27
CSc1ncc(Cl)c(C(=O)Nc2c(C)cccc2C)n1	1	-1.5	6	-4	-1	-4	5	-1	2	5
CCN(C(=O)CSc1nc2cc(Cl)ccc2c(=O)n1Cc1ccco1)C1CCS(=O)(=O)C1 (configuration not stated)	2	-1.8	-3	-5	2	-3	9	0	-5	4
